Assay outcomes as filed in PubChem.
Vif imaging = blocks HIV Vif function. 0.35% of 340,000 active. HEK293T cells, Vif self-association by quenched fluorescence, imaging, 24 h. AID 602346. inhibition, % at 7.49 µM; in the data active means inhibition above about 50%, passing the limit was not always enough; further: some results filed as inactive read as strong as hits
PDI inh = inhibitors of human protein disulfide isomerase. P07237. PDI insulin aggregation turbidity, A650, 90 min. inhibition, % at 10 µM. 0.052% of 350,000 active;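 active means mean inhibition across replicates of 30% or more, whatever share of single replicates reach that level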;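 further: absorbance from insulin aggregation driven by PDI reduction with DTT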
Target sequence (P07237 whole entry, looked up): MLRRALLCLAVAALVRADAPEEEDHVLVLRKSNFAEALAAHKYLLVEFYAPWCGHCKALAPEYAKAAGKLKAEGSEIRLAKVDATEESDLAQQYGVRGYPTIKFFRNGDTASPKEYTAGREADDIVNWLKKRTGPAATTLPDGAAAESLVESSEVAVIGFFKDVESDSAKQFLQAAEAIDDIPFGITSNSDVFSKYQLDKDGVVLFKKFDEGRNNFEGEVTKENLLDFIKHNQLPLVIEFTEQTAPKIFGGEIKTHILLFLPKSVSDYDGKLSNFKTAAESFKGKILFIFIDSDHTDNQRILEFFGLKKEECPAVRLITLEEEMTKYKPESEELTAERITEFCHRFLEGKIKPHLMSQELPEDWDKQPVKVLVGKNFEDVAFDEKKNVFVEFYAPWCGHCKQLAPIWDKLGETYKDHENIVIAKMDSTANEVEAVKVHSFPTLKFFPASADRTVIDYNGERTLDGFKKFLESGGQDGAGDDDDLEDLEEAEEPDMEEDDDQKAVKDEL
ABCB6 inh MLPCN = blocks the human ABCB6 transporter; fluorescence ratio to DMSO, % at 10 µM; 0.19% of 360,000 active; K562-ABCB6 porphyrin accumulation, flow cytometry, 1 h; active compounds read low; AID 602162;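 active means fluorescence ratio to DMSO below 75%, the collection mean minus 3 SD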;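 further: signal is porphyrin accumulated inside mitochondria; 100% equals median channel fluorescence of DMSO control wells; lower ratio means ABCB6 inhibition with less porphyrin fluorescence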
CaV13 ICDI inh = Primary screen for inhibitors of IQ motif and Ca2+-dependent inactivation inhibitor domain binding in CACNA1D, Förster resonance energy transfer in living cells, …; AID 743397; HEK cells, CFP/YFP FRET ICDI-IQ, plate reader, 10 min; percent FRET-ratio fall versus neutral wells; inhibition, % at 12.3 µM; 0.098% of 340,000 active;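 active means mean replicate inhibition of at least 30% and at least 1% of replicates passing that level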;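 further: 0% = median of the neutral control wells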
Glyco luc inh = N-linked glycosylation inhibition; D54 ERlucT glycosylation luciferase reporter, 24 h; percent of 100 nM tunicamycin response; reporter increase, % at 12.5 µM; AID 588692; 0.23% of 360,000 active;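 active means mean luciferase reporter signal, scaled so untreated is 0 and the glycosylation-blocking control 100, at or above a set limit in every replicate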;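 further: luciferase carries N-glycosylation sites so blocking glycosylation raises the light; 0% = median of neutral control wells and 100% = median of 100 nM tunicamycin wells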
aDG glyco up = alpha-DG glycosylation activation; 0.22% of 360,000 active; activation, % at 10 µM; Pro5-aDG cells, alpha-DG glycosylation AlphaScreen (IIH6); 0% Pro5, 100% B10-LARGE cell signal;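 active means activation of at least 8% versus controls, or a plate z-score of at least 8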;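 further: Pro5 are CHO cells carrying HIG-tagged alpha-DG that lacks glycosylation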
H9c2 protect = myocardial damage modulation in H9c2 cells; H9c2 cardiomyocytes, H2O2 injury protection, ATPLite, 2 h; protection from H2O2 cell death, % at 20 µM; 0.63% of 360,000 active; AID 588492;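 active means compounds giving at least 50% protection of heart cells from peroxide-induced death in the single-dose screen, raw or plate-pattern-corrected value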;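 further: 0% = DMSO wells with peroxide and 100% = DMSO wells without peroxide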
HTR2A ag = mouse HTR2A agonism via beta-arrestin recruitment; 0.66% of 360,000 active; P35363; activation, % at 7.6 µM; CHO-K1 mHTR2A beta-arrestin complementation, luminescence; percent of 30 µM serotonin response; AID 624169;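 active means activation above a run cutoff, the mean activation of all tested compounds plus 3 SD, cut at about 14% in these data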;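 further: 0% = plate median of compound wells and 100% = 30 µM serotonin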
Target sequence (P35363 whole entry, looked up): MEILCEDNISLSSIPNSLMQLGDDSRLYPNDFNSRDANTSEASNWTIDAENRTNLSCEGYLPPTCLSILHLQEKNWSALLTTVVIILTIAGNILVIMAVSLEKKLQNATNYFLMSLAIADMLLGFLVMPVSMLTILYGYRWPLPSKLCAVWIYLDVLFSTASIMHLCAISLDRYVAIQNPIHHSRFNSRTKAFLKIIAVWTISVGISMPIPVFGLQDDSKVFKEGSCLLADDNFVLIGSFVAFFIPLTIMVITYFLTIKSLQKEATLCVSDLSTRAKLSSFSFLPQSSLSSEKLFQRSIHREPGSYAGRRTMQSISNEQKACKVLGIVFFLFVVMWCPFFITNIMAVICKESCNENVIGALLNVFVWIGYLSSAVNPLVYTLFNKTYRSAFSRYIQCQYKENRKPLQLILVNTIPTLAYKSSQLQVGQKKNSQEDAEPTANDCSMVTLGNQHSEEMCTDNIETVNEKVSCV
MC4R antagonist = human MC4R antagonism in cAMP assay. AID 540295. MC4R-expressing cells, MTII-stimulated cAMP, LANCE TR-FRET. P32245. 0.48% of 360,000 active. inhibition, % at 6.5 µM;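 active means inhibition above its plate's cutoff, the mean of tested wells on that plate plus 3 SD, cut at about 29% in these data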;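 further: 0% = Melanotan II alone and 100% = Melanotan II plus saturating MCL0020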
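Assay system: U2OS cells stably expressing human melanocortin 4 receptor (MC4R) / Dosing: 6.5 µM / Timing: compound 30 min, challenge 1 h, detection 1 h / Measured by: Eu-cAMP/anti-cAMP TR-FRET, emission 671 nm / Replicates: singlicate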
MC4R barr agon = activates human MC4R beta-arrestin recruitment | P32245 | U2OS MC4R beta-arrestin complementation, luminescence; percent of melanotan II response, DMSO zero | activation, % at 8.9 µM | 0.98% of 360,000 active | AID 540308;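 active means activation above a per-plate cutoff, the mean activation of sample wells on that plate plus 3 SD, cut at about 8% in these data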
* marks the source's active call; other numbers are inactive results; · = no result given.

SMILES | Vif imaging | PDI inh | ABCB6 inh MLPCN | CaV13 ICDI inh | Glyco luc inh | aDG glyco up | H9c2 protect | HTR2A ag | MC4R antagonist | MC4R barr agon
O=C(NCc1ccco1)C1CCN(C(=O)Cc2ccccc2)CC1 | 7 | -3 | 95 | · | 2 | 0.3 | 7 | 8 | 2 | -2.1
CCOC(=O)c1c(NC(=O)CN2C(=O)NC3(CCC(C)CC3)C2=O)sc(C)c1-c1ccc(C)cc1 (configuration not stated) | 4 | -5 | 95 | -3 | 2 | 0.2 | -5 | -1 | 5 | 0.1
Cc1ccc(CN2CCN(/N=C\C=C\c3ccccc3)CC2)cc1 | 0 | -5 | 105 | -4 | 1 | -0.7 | -7 | -2 | -3 | 0.5
COC(=O)c1cccnc1N1CCN(c2ccccc2F)CC1 | -4 | 1 | 102 | -13 | 1 | -0.2 | -2 | 1 | 3 | -2.3
Cn1c(CNC(=O)Cc2ccc3c(c2)OCO3)nnc1SCc1ccccc1 | -9 | -6 | 86 | -5 | -1 | 0.0 | 2 | 0 | 5 | -0.5
CNC(=O)NC(=O)C(C)OC(=O)c1oc2ccccc2c1CSc1ccc(Cl)cc1 (configuration not stated) | 2 | -4 | 81 | -5 | -3 | 0.1 | -2 | -1 | -3 | 2.6
Cc1onc(-c2c(F)cccc2Cl)c1C(=O)OCC(=O)NC(=O)NCC(C)C | -12 | -5 | 95 | -6 | 1 | 0.1 | -7 | -5 | 5 | -0.1
O=C(O)[C@@H]1CCCN1C(=O)c1ccco1 | -4 | -4 | 107 | -2 | 4 | 0.6 | 0 | 12 | 1 | -0.2
CCOc1ccccc1N(C)C(=O)c1nn(-c2ccc(OC)cc2OC)c(=O)c2ccccc12 | -6 | 11 | 100 | 11 | -1 | -0.2 | 0 | 4 | 0 | -3.2
Cc1cc2nc(-c3ccc(Cl)cc3)c(Cc3cccc(F)c3)n2c(C)c1Br | 16 | · | 97 | · | -2 | -0.1 | 0 | 2 | · | ·
COc1cc2nc(CN3CCN(S(=O)(=O)c4c(F)cccc4F)CC3)[nH]c(=O)c2cc1OC | 0 | 16 | 85 | -16 | 1 | -0.3 | 3 | 0 | 7 | -3.4
Cc1ccc(Sc2ccc(/C=N/O)cc2[N+](=O)[O-])cc1 | -5 | -3 | 100 | · | -3 | -0.6 | -6 | -4 | -1 | 2.2
O=C(O)C1CC2C3CC(C(=O)O)C(C3)C2C1 (configuration not stated) | 0 | 2 | 98 | -2 | 0 | 0.1 | 3 | 0 | 6 | 0.6
Cc1ccc(NC(=S)Nc2cccc3cnccc23)c(C)c1 | -4 | 8 | 95 | -12 | 6 | 0.4 | 8 | 1 | 22 | -0.7
CC1=C(C(=O)OCCNC(=O)c2cccnc2)C(c2cccc([N+](=O)[O-])c2)C(C(=O)OCCN(C)C)=C(C)N1 (configuration not stated) | 2 | 1 | 95 | -2 | 2 | -0.1 | 4 | 0 | 12 | -2.4
CCOc1ccc(OCC)c(S(=O)(=O)N2CCOCC2)c1 | 2 | 2 | 95 | -5 | -1 | -0.3 | -10 | -3 | 28 | -1.0
FC(F)(F)c1cnc(-c2cnc(-c3ccccn3)nc2)c(Cl)c1 | 23 | 0 | 193 | -4 | -10 | 0.1 | -2 | 0 | 1 | -0.2
O=C(CN1C(=O)c2cccnc2Oc2ccc(Cl)cc21)Nc1ccc(F)cc1 | 0 | · | 105 | -10 | -1 | 0.0 | 22 | 5 | 4 | 1.3
CCOc1ccc(S(=O)(=O)N2CCN(C(=O)CN3C(=O)NC(C)(C)C3=O)CC2)cc1 | 16 | -1 | 99 | -2 | 1 | 0.2 | 4 | -5 | -3 | -0.3
Cc1noc(C)c1NC(=O)N(C)C[C@H]1Oc2c(NS(=O)(=O)c3cn(C)cn3)cccc2C(=O)N([C@H](C)CO)C[C@@H]1C | 10 | 2 | 97 | -8 | 4 | -0.1 | 0 | 2 | 7 | -0.4
Cc1nn(Cc2ccccc2)c2ncccc12 | -12 | 4 | 101 | -2 | -1 | 0.0 | 10 | -1 | 18 | 0.5
O=C(N/N=C/c1c(O)ccc2ccccc12)c1cccc(C(F)(F)F)c1 | 3 | 1 | 104 | -18 | -9 | 0.9 | 16 | -6 | -2 | -3.8
CCC1CCCCN1C(=O)c1ccc(OC2CCN(C(=O)CCOC)CC2)cc1 (configuration not stated) | 13 | 2 | 98 | -5 | 0 | -0.3 | -2 | -1 | 15 | -1.9
O=C(O)CCS(=O)(=O)c1cc(Br)cc2c1N(C(=O)C1CC1)CC2 | 3 | 0 | 98 | -1 | 2 | 0.0 | 6 | 0 | 10 | -3.0
COc1cccc(C(=O)NCCCNC(=O)c2cccc(OC)c2)c1 | -2 | -1 | 97 | -3 | -2 | -0.1 | 2 | -2 | 5 | -0.3
COc1ccc(-c2nnc(NC(=O)c3ccc4c(c3)OCCO4)o2)cc1 | -2 | 3 | 101 | -7 | 2 | -0.1 | 23 | -1 | 0 | -5.3
COc1ccc(/C=C/C(=O)N[C@@H](C)C(=O)O)cc1 | 0 | 1 | 98 | -10 | 2 | -0.2 | 4 | 1 | -1 | 3.1
CCCCC(NC(=O)CCc1c(C)c2cc3c4c(oc3c(C)c2oc1=O)CCCC4)C(=O)O (configuration not stated) | 8 | 8 | 100 | -4 | 0 | 0.0 | 0 | -1 | -1 | -0.3
CCCCC[C@@H](C)N1C[C@H](COCc2ccccc2)Oc2cc(N3CC[C@H](N(C)C)C3)ccc2S1(=O)=O | · | · | 101 | -10 | · | 0.5 | · | -9 | · | ·
CC(C)NC(=O)CC1C(=O)NCCN1CC(c1ccccc1)c1ccccc1 (configuration not stated) | -15 | -16 | 98 | 2 | 1 | -0.4 | 5 | -2 | 20 | 2.5
CCC(=O)c1cc2c(C)cc(=O)oc2c(C)c1OC | 18 | -2 | 94 | -5 | 4 | -0.3 | 0 | 3 | 7 | 0.0
CN(C)C(=O)/C(=C\c1ccncc1)NC(=O)c1ccccc1 | · | 15 | 101 | 11 | 0 | -0.4 | 3 | -1 | 3 | 0.6
Cc1ccc(-n2cc(-c3ccccc3)c3c(N4CCN(C)CC4)ncnc32)cc1 | 4 | 9 | 96 | -4 | 0 | 0.9 | 8 | -6 | 5 | 2.2
COC(C(=O)NC1CC1)c1ccccc1 (configuration not stated) | 15 | 0 | 99 | -15 | 3 | 0.1 | -2 | 0 | 0 | -0.1
Cc1cccc(C)c1OCC(=O)Nn1c(COc2ccccc2)nc2ccccc2c1=O | -6 | 3 | 93 | -6 | -3 | 0.1 | 3 | -7 | -5 | 1.3
Nc1nnc(-c2cccc([N+](=O)[O-])c2)o1 | 13 | 1 | 99 | -15 | 3 | -0.2 | 3 | -1 | 8 | -1.6

Laid out differently: seven of the compounds above
Each structure is followed by: Vif imaging	PDI inh	ABCB6 inh MLPCN	CaV13 ICDI inh	Glyco luc inh	aDG glyco up	H9c2 protect	HTR2A ag	MC4R antagonist	MC4R barr agon
> CC(C)NC(=O)CC1C(=O)NCCN1CC(c1ccccc1)c1ccccc1 (configuration not stated)
    -15	-16	98	2	1	-0.4	5	-2	20	2.5
> CCC(=O)c1cc2c(C)cc(=O)oc2c(C)c1OC
    18	-2	94	-5	4	-0.3	0	3	7	0.0
> CN(C)C(=O)/C(=C\c1ccncc1)NC(=O)c1ccccc1
    ·	15	101	11	0	-0.4	3	-1	3	0.6
> Cc1ccc(-n2cc(-c3ccccc3)c3c(N4CCN(C)CC4)ncnc32)cc1
    4	9	96	-4	0	0.9	8	-6	5	2.2
> COC(C(=O)NC1CC1)c1ccccc1 (configuration not stated)
    15	0	99	-15	3	0.1	-2	0	0	-0.1
> Cc1cccc(C)c1OCC(=O)Nn1c(COc2ccccc2)nc2ccccc2c1=O
    -6	3	93	-6	-3	0.1	3	-7	-5	1.3
> Nc1nnc(-c2cccc([N+](=O)[O-])c2)o1
    13	1	99	-15	3	-0.2	3	-1	8	-1.6

The results go on:
SMILES | Vif imaging | PDI inh | ABCB6 inh MLPCN | CaV13 ICDI inh | Glyco luc inh | aDG glyco up | H9c2 protect | HTR2A ag | MC4R antagonist | MC4R barr agon
Cc1cccc(-c2nc(=S)c3c(o2)CCCC3)c1 | -4 | 8 | 95 | -10 | -8 | 0.0 | -6 | 2 | 1 | -0.3
CCCn1c(=O)[nH]c(=O)c2c1nc(-c1ccc(C#N)cc1)n2CCOC | -2 | -6 | 83 | -7 | 1 | 0.0 | 2 | 4 | -1 | -1.4
CCn1c(CNc2cccc(C(F)(F)F)c2)n[nH]c1=S | · | -4 | 98 | -14 | 2 | 0.1 | -6 | 2 | 19 | -1.3
Cc1nnc(SCC(=O)N2c3ccccc3C(C)(c3ccccc3)CC2(C)C)s1 (configuration not stated) | -2 | 0 | 98 | -13 | -9 | -0.1 | -17 | -4 | 6 | -1.6
CC(=O)Nc1cccc(-c2cc(NC=O)c3ncc(-c4cccc(C(C)=O)c4)n3c2)c1 | -5 | -3 | 90 | -9 | 2 | -0.1 | 71* | 11 | -16 | 5.2
Cc1ccccc1-c1nc(CS(=O)(=O)CC(=O)NCCN2CCCC2)c(C)o1 | -9 | -8 | 105 | -7 | -5 | -0.2 | 0 | 3 | -2 | 0.0
COC(=O)c1ccc(N2CCN(C)CC2)c(NC(=O)c2cccnc2)c1 | 0 | -2 | 99 | -10 | 4 | 0.1 | 5 | 1 | 9 | -2.1
Cn1c(=O)c2c(-c3ccccc3)n(-c3ccccc3O)cc2n(C)c1=O | 0 | 14 | 99 | -8 | 11 | 0.5 | -3 | 2 | -3 | -1.4
COc1ccc(C(=O)c2ccccc2)c2c(O)ccc(C(=O)c3ccccc3)c12 | 2 | 3 | 90 | · | -2 | 1.3 | -22 | -1 | 11 | -0.1
Cc1ccc(NC(=O)C/C(N)=N/O)cc1C | · | -12 | 98 | -8 | 0 | 0.0 | 4 | 2 | 21 | -0.5
CCOC(=O)C1CCN(S(=O)(=O)c2c(C)[nH]c(=O)[nH]c2=O)CC1 | 1 | 7 | 102 | -5 | 1 | -0.3 | -3 | -4 | 4 | -0.1
C=CCOCC(O)CS(=O)(=O)Cc1ccc(Cl)cc1 (configuration not stated) | -3 | 9 | 107 | -5 | 0 | 0.1 | -2 | 1 | 0 | 3.0
CCN(CC(=O)NCc1cccs1)C(=O)CCCOc1ccc(C(C)(C)C)cc1 | -2 | 2 | 99 | -3 | -1 | 0.5 | -15 | -5 | 6 | 3.8
